mIDH1 inhibitor = human IDH1 R132H inhibition | O75874 | IDH1-R132H enzyme, NADPH consumption, diaphorase/resazurin fluorescence | Potency, µM (series often up to 76.6 µM), without a hit: at the highest dose activity change, negative = inhibition, most hits filed as inhibitors | 0.093% of 390,000 active | AID 602179; note: potency is the fitted concentration of half-maximal effect; % is set by controls: 0 for no effect and ±100 for the full control effect; nearly all actives have a fitted effect of over 65% in size
Target sequence (O75874 whole entry R132H, stated change not applied): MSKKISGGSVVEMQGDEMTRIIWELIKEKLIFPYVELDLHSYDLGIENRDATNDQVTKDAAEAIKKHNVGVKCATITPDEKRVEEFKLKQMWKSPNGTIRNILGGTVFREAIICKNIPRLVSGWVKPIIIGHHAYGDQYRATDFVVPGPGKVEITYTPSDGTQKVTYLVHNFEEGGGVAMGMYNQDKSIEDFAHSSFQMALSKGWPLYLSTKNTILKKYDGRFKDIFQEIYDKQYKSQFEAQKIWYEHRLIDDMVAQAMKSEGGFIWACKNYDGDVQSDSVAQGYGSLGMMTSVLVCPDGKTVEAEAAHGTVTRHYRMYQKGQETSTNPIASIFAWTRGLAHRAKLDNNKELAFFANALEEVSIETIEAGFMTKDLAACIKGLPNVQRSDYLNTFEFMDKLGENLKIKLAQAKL
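IDH1-R132H (0.5 ug/mL) preincubated 30 min with compound, then NADPH (0.016 mM) and alpha-KG (2 mM) added; 80 min at RT, pH 7.5. Remaining NADPH coupled via diaphorase/resazurin to fluorescence (540/590 nm); concentration-response curves normalized to no-enzyme control.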
D2 agonist = D2 dopamine receptor (human) agonism; HEK293 T-REx D2 cells, calcium flux agonist mode; 0.53% of 340,000 active; AID 485358; activation, % at 2 µM;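 active = activation over 3 SD above normal in the single-dose calcium agonist read, cut at about 30% in these data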; note: 0% is about no effect
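Agonism is scored from calcium flux in a force-coupled, inducible HEK293 cell line expressing D2, read kinetically for 180 s after compound addition against dopamine controls.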
D2 antag = antagonizes the human D2 dopamine receptor | 2% of 340,000 active | AID 485344 | inhibition, % at 10 µM | HEK293 TREx D2 cells, calcium flux, dopamine EC80; in the data active = inhibition above about 30%; note: 0% is about no effect
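Dopamine at EC80 is the agonist stimulus; test compounds precede it by 180 s. Calcium flux read kinetically in a force-coupled, inducible HEK293 T-REx D2 cell line.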
Pin1 inh = inhibitors of human Pin1. Q13526. Pin1 FP peptide displacement, HiFluor488, 10 min. Potency, µM (series often up to 115 µM), without a hit: top-dose activity, negative = inhibition, usual class: inhibitors. 0.009% of 390,000 active. AID 504891; active = well fitted inhibition curve with a large enough effect in the polarisation, with a control signal flat, not every such curve was filed as active; inconclusive = small, poorly fitted or top-dose-only effect, or effect the other way, or a change in a side signal; inactive = no such curve, though single readings can be large or run the other way; the % refers to the polarisation; note: potency is the fitted concentration of half-maximal effect; % is set by controls: 0 for no effect and ±100 for the full control effect
USP1-UAF1 inh = blocks the human USP1/UAF1 deubiquitinase complex; O94782; recombinant USP1/UAF1, Ub-Rhodamine cleavage fluorescence; Potency, µM (doses to about 57.1 µM), for inactives: at the highest dose activity change, negative = inhibition, actives largely listed as inhibitors; 0.23% of 390,000 active; note: potency is the fitted concentration of half-maximal effect; % is set by controls: 0 for no effect and ±100 for the full control effect; nearly all actives have a fitted effect of over 60% in size; inactives centre near -12
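USP1/UAF1 complex at 1 nM was preincubated with compound for 15 min at room temperature, then Ub-Rho substrate (150nM final) was added. Fluorescence (480/540 nm) was read kinetically, 6 reads every 60 seconds.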
TrxR1 inh = inhibitors of rat thioredoxin reductase 1; 1% of 390,000 active; Potency, µM (titrated, usually from 114 µM), without a hit: at the top dose activity change, negative = inhibition, most hits filed as inhibitors; AID 588453; recombinant rTrxR1, NADPH fluorescence consumption, selenite substrate; note: potency is the fitted concentration of half-maximal effect; % is set by controls: 0 for no effect and ±100 for the full control effect; nearly all actives have a fitted effect of over 65% in size
Target sequence (O89049 whole entry, looked up): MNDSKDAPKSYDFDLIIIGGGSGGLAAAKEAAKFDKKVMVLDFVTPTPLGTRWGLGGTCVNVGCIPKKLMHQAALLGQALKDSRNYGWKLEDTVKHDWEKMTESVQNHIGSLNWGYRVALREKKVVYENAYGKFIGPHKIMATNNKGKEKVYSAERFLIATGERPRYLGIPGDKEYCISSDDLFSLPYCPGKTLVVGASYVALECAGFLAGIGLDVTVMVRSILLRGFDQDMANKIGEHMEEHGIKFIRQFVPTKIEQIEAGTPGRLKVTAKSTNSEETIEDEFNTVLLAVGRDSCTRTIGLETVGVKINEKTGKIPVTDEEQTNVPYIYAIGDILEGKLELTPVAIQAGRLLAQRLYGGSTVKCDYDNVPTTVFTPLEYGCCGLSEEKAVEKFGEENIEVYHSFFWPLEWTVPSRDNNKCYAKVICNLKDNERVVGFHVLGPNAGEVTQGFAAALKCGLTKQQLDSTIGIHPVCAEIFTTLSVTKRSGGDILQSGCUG
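Rat TrxR1 (90 nM in the dispensed reagent) was pre-reduced with 400 uM NADPH for 5 min at room temperature, then incubated with compound for 15 min. After 400 uM selenite was added, NADPH fluorescence (Ex 340/Em 450 nm) was followed for 8 min.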
TRHR enhancer = TRH receptor (human) allosteric enhancement | 0.66% of 360,000 active | enhancement, % at 2 µM | AID 493056 | P34981 | TRHR cells, fluo-8 calcium fluorescence, EC20 TRH enhancement; in the data active = enhancement above about 30%; note: 0% is about no effect
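Enhancer read-out: after compound pinning and an initial kinetic agonist-mode read, an EC20 of TRH (10 nM final) was injected and fluo-8 calcium signal (Ex 480/Em 530) followed at 1 s/cycle for 100 cycles in TRHR-expressing cells.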
TRHR agonist = activates the human TRH receptor; activation, % at 2 µM; 0.18% of 360,000 active; P34981; TRHR cells, calcium flux fluo-8, FDSS agonist mode; in the data active = activation above about 30%; note: 0% is about no effect
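Steps: seed TRHR cells overnight; add fluo-8 no-wash Ca dye, RT 30 min–1.5 h; record 10 s baseline; pin-transfer compounds; monitor fluorescence 1 cycle/s for the agonist window. Calcium increases flag candidate agonists.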
TrxR1 substrate = substrates of rat thioredoxin reductase 1 | purified TrxR1 substrate turnover, NADPH consumption readout | Potency, µM (doses to about 114 µM), inactives show at the top dose activity change, negative = substrate turnover | 0.01% of 390,000 active | AID 588456; note: potency is the fitted concentration of half-maximal effect; % is set by controls: 0 for no effect and ±100 for the full control effect; nearly all actives have a fitted effect of over 50% in size
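Rat TrxR1, dispensed at 90 nM, was prereduced with 400 uM NADPH (final) for 5 min at ~22 deg C, then incubated with compound 15 min before 400 uM selenite. A first-read NADPH fluorescence drop versus no-compound background flagged substrates.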
Starred values were filed as active, the others as inactive; ? = inconclusive; / = not tested or not shown; [ ] = remark or other dose. Unless noted, calls come from the whole dose curve; as a rule, active = well fitted inhibition curve with a large enough effect; inconclusive = small, poorly fitted or top-dose-only effect; inactive = no such curve, though single readings can be large or run the other way. This is a subset (hit frequency here may not be typical).

item	SMILES	mIDH1 inhibitor	D2 agonist	D2 antag	Pin1 inh	USP1-UAF1 inh	TrxR1 inh	TRHR enhancer	TRHR agonist	TrxR1 substrate
1	Cc1cccc(NC(=O)/C(C#N)=C\c2cc(C)n(-c3ccc(C(=O)O)cc3)c2C)c1	6.4%	-0.2	7.7	-7.9%	-22.9%	-16.5%	-1.4	-0.5	-19.6%
2	COCCN(C(=O)c1ccccc1OC)c1nnc(C)s1	7.5%	-0.2	8.3	0.3%	-11.9%	19.4%	2.1	-0.2	13.6%
3	CCCN=C1N/C(=C\c2ccco2)C(=O)N1c1ccccc1	2.4%	1.0	8.9	?	-5.4%	-36.1%	-3.0	0.3	-13.6%
4	COc1cccc(C(=O)Nc2ccc(S(=O)(=O)Nc3nccc(C)n3)cc2)c1	8.5%	2.1	28.9	-8.2%	5.6%	-17.8%	0.8	0.4	-17.6%
5	CCN1CCN(C(=O)c2ccc(Sc3ccccc3Cl)c([N+](=O)[O-])c2)CC1	-0.7%	1.4	1.2	7.7%	-13.2%	3.3%	-3.1	1.6	-5.2%
6	Cc1cccc(-c2nc3ccccc3c(=O)n2NC(=O)c2cccnc2Cl)c1	-11.1%	0.6	-17.3	-3.2%	-6.0%	17.8%	0.6	0.2	1.0%
7	CCOc1cc(Cl)c(NC(C)=O)cc1OCC	-9.3%	0.4	10.6	2.6%	-11.5%	8.0%	-1.1	-0.3	-1.5%
8	COCCOC(=O)c1[nH]c2c(c1C)C(=O)CC(c1ccc(F)cc1)C2 (stereo not given)	22.9%	0.2	-4.2	-4.1%	-21.7%	19.5%	-3.3	-0.4	3.5%
9	Cc1ccc(-c2nc3ccc(C(=O)O)cc3nc2-c2ccc(C)cc2)cc1	?	1.3	-3.9	1.1%	-7.3%	-25.8%	4.5	-0.8	478.5%[activator]
10	COc1cc2c(cc1OC)C(C(=O)NCCN1CCOCC1)C1c3ccccc3CCN1C2=O (stereo not given)	0.4%	-0.2	-2.3	-16.2%	-7.8%	-12.4%	-2.4	-0.5	-14.1%
11	Cc1cc(S(=O)(=O)N2CCCCC2)c(C)s1	6.7%	0.4	-7.3	-1.4%	-22.6%	16.0%	-4.5	0.2	3.1%
12	CCc1c(C)c2cc(Cl)c(O)c(CN3CCCC3)c2oc1=O	0.0%	0.4	8.6	2.9%	-17.2%	?	0.6	-0.9	/
13	Cc1nc2nc(C(F)(F)F)[nH]n2c(=O)c1Cc1ccccc1	-8.1%	-0.1	/	2.0%	?	17.3%[57.1 µM]	-0.6	0.1	-1.5%[57.1 µM]
14	CCOC(=O)c1sc(NC(=O)c2ccc(CC)s2)nc1C	5.7%	0.3	-4.2	-0.4%	-5.9%	-8.7%	6.9	-1.0	30.9%[activator]
15	Cc1ccc(N(CC(=O)NCCc2ccccc2)S(=O)(=O)c2c(C)noc2C)cc1	1.7%	0.2	-9.8	-1.9%	-14.3%	11.1%	6.2	-0.4	6.6%[57.1 µM]
16	OC1(c2cccnc2)CCN(Cc2nnnn2Cc2ccccc2)CC1	0.4%	/	/	-5.4%	-15.3%	25.9%[57.1 µM]	2.4	0.0	6.9%[57.1 µM]
17	O=C(NCCCl)C1Cc2c(ccc3ccccc23)O1 (stereo not given)	7.0%	-0.3	0.2	23.0%	-8.5%	39.9%[activator][57.1 µM]	-5.2	-0.1	11.6%[57.1 µM]
18	Cc1c(Cl)cccc1NC(=O)CCOc1ccccc1	-6.6%	-2.7	/	2.0%	-19.9%	-13.6%	-3.0	-1.7	-5.4%
19	Cc1c(C(C)C[C@H](C)O)oc(=O)c2c1Oc1c(C)c(C(C)C[C@H](C)O)oc(=O)c1C2 (stereo not given in full)	8.5%	-0.5	-10.2	-2.6%	-25.5%	6.9%[57.1 µM]	1.7	0.1	0.5%
20	Cc1cccc(NC(=O)C2CCN(S(=O)(=O)c3ccc4[nH]c5c(c4c3)CCCCC5)CC2)c1	0.0%	0.3	/	16.1%	-5.8%	20.3%[57.1 µM]	-0.6	0.0	-0.4%[57.1 µM]
21	COC(=O)c1cc(S(=O)(=O)N2CCN(c3ccc(C(C)=O)cc3)CC2)c[nH]1	-2.3%	/	/	5.6%	-10.5%	8.7%	2.3	-0.3	-2.2%
22	Cc1ccc2nc(-c3ccc(SCC(=O)Nc4cc(C)on4)nc3)[nH]c2c1	10.2%	0.4	-0.6	2.2%	-0.6%	-5.1%	-7.4	-0.8	12.1%
23	Cc1cc(C)n(CC(=O)NNC(=O)COc2ccc(F)cc2Br)n1	-9.6%	0.1	17.8	1.1%	-19.8%	13.1%	-2.6	0.6	0.0%
24	O=C(C1=C[C@@H](c2ccc(C(F)(F)F)cc2)C[C@@H](OCc2ccc(CO)cc2)O1)N1CCN(Cc2ccccc2)CC1	-2.2%	0.6	-2.6	21.8%	?	?	22.7	0.8	1.6%
25	COc1ccc([C@@H]2C=C(C(=O)O)O[C@H](OCCCCO)C2)cc1	-6.7%[38.3 µM]	0.1	3.0	0.9%	-33.1%	-13.5%	-0.2	0.5	-2.8%
26	CCN(CC)c1ccc(NC2CC(=O)N(CCc3ccc(OC)cc3)C2=O)cc1 (stereo not given)	9.9%	0.3	-1.8	19.7%	-25.9%	?	-2.2	0.4	0.9%
27	C#CCOC(=O)Nc1cnccc1C(F)(F)F	9.2%	0.9	8.2	-3.3%	-25.7%	16.8%	-0.7	0.6	9.0%
28	Cc1ccc(NS(=O)(=O)c2ccc(-n3cccn3)cc2)nc1	5.0%	-0.9	8.8	-4.5%	-14.9%	15.5%	-2.9	-0.3	6.4%
29	CCOc1ccc(N(C)S(=O)(=O)c2ccc3[nH]cc(C(=O)NCCOC)c(=O)c3c2)cc1	1.0%	-0.5	-3.2	-0.3%	-16.8%	12.0%[57.1 µM]	-5.1	0.3	6.7%[57.1 µM]
30	CC(=O)c1cccc(N(CC(=O)NC2CCCCC2)C(=O)Cn2nnc(-c3ccccc3)n2)c1	1.0%	-0.6	-5.3	1.3%	8.1%	14.3%	-5.0	-0.1	-0.1%
31	Cc1ccc(N/C=C/C(=O)C(C)(C)C)c(O)c1	10.8%	-0.1	1.9	2.2%	-9.7%	-9.6%[57.1 µM]	-11.8	0.4	-4.6%[57.1 µM]
32	COc1ccc(C2CC(c3ccc(Cl)c(Cl)c3)Nc3nc(N)nn32)cc1 (stereo not given)	-16.9%	1.7	13.0	0.6%	-13.7%	20.0%[57.1 µM]	4.6	0.9	10.1%[57.1 µM]
33	CC(C)=CC(=O)OCC(=O)Nc1cc([N+](=O)[O-])ccc1F	2.0%	-0.4	16.0	-3.4%	-8.0%	-6.8%	-5.3	-0.2	-9.5%
34	O=C(COc1ccc(S(=O)(=O)NC2CCCCC2)cc1)Nc1ccc(C(F)(F)F)cc1	7.7%	1.2	/	31.6%[activator]	-12.1%	0.5%	12.9	1.9	-0.8%
35	Cc1cc(C)n2nc(-c3cccnc3)nc2n1	2.9%	-0.8	-14.0	0.8%	-20.4%	13.2%[57.1 µM]	11.1	0.4	5.9%[57.1 µM]
36	COc1ccc(CNC(=O)CCn2c(C)csc2=O)cc1	-6.6%	-1.3	-6.9	1.4%	-12.7%	12.1%	-1.2	-0.1	3.9%
37	COc1cc(NC2c3ccccc3C(=O)N2c2cc(C)ccn2)cc(OC)c1OC (stereo not given)	-9.5%	0.2	-14.0	0.9%	-9.7%	5.5%[57.1 µM]	6.5	-0.3	7.3%[57.1 µM]
38	COc1ccc(CC(=O)NCCc2ccc(S(N)(=O)=O)cc2)cc1	-5.1%	1.2	-15.4	-0.5%	-9.4%	9.5%	-0.6	0.9	0.2%
39	NC(=O)C1CCN(C(=O)NC2CC(=O)N(c3ccc4c(c3)OCCO4)C2)CC1 (stereo not given)	15.1%	0.0	45.6*	-10.2%	-9.5%	0.3%	4.3	0.1	-0.8%
40	CCOc1ccccc1NC(=O)Nc1ccc(OC)nc1	3.8%	0.1	8.0	?	-19.4%	9.9%[57.1 µM]	7.0	0.3	12.3%[57.1 µM]
41	CCn1c(SCC(=O)Nc2cccnc2Cl)nnc1-c1ccccc1	3.8%	-0.3	0.8	1.7%	-12.9%	4.8%	3.9	-0.5	2.9%
42	O=C1ON=C(c2ccc(Cl)c([N+](=O)[O-])c2)/C1=C/c1cccc([N+](=O)[O-])c1O	-14.2%	/	/	-1.0%	-10.6%	13.5%	0.8	0.0	3.3%
43	O=C(C1CCN(S(=O)(=O)N2CCCC2)CC1)N1CCCCC1	-0.3%	0.6	-7.9	-0.3%	3.4%	3.9%[2.29 µM]	22.7	0.3	7.5%[2.29 µM]

Structures listed so far that contain two or more sulfur atoms:
item	SMILES	mIDH1 inhibitor	D2 agonist	D2 antag	Pin1 inh	USP1-UAF1 inh	TrxR1 inh	TRHR enhancer	TRHR agonist	TrxR1 substrate
11	Cc1cc(S(=O)(=O)N2CCCCC2)c(C)s1	6.7%	0.4	-7.3	-1.4%	-22.6%	16.0%	-4.5	0.2	3.1%
14	CCOC(=O)c1sc(NC(=O)c2ccc(CC)s2)nc1C	5.7%	0.3	-4.2	-0.4%	-5.9%	-8.7%	6.9	-1.0	30.9%[activator]
